Rtt109 HAT inh: inhibitors of Candida albicans Rtt109/Vps75 histone acetyltransferase | purified Rtt109/Vps75, ThioGlo CoA-SH fluorescence, 4 h | inhibition, % at 34.9 µM | 330,000 tested, 0.16% active;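 active means inhibition of at least 50% in every replicate; inconclusive means best replicate reaches 50% inhibition but some replicates fall short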
Target sequence (Q5AAJ8 whole entry, looked up): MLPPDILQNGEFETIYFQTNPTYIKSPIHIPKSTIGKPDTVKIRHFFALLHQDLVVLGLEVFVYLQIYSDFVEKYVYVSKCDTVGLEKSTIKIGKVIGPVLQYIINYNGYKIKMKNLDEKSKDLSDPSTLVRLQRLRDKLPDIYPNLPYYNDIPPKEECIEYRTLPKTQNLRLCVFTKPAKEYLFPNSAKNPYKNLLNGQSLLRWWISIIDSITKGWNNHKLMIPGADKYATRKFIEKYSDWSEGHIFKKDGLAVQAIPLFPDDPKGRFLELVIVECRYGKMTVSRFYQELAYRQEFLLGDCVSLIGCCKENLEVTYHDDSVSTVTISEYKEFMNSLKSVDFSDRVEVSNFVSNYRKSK
CDK5 inh: CDK5/p35 (human) kinase inhibition; Q00535+Q15078; Recombinant CDK5/p35, ADP-Glo luminescence, 60 min; inhibition, % at 10 µM; 330,000 tested, 0.01% active;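 active means highest replicate inhibition of at least 50% and at least 75% of replicates reaching 50%; inconclusive means only one of the two criteria met; inactive means both criteria failed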;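 further: plate controls were DMSO neutral control for no effect and GW8510 at 10 µM for full effect; many of its hits are not listed in these tables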
Target sequence (Q00535 whole entry, looked up): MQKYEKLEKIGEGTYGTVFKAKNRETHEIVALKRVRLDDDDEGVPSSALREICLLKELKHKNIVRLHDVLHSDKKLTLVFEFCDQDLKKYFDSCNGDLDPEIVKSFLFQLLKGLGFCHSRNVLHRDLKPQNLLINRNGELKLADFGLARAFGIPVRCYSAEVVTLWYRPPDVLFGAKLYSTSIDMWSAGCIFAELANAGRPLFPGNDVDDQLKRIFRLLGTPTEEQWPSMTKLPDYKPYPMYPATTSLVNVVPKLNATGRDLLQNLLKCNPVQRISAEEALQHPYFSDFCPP
Target sequence (Q15078 whole entry, looked up): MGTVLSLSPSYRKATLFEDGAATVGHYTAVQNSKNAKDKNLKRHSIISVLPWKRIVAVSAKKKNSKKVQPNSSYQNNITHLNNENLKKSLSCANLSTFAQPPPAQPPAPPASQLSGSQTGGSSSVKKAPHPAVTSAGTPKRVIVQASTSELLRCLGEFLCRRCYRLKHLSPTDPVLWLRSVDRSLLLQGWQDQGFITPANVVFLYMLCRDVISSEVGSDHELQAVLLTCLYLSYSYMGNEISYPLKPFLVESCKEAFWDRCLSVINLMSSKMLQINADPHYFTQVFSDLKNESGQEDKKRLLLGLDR
RTF Ca sens inh: cardiac RTF calcium desensitization | P19429+P45379 | IANBD-labeled cardiac RTF, Ca2+ fluorescence | inhibition, % at 7.15 µM | 340,000 tested, 0.12% active;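 active means inhibition above the mean inhibition of all tested compounds plus 3 SD, cut at about 17% in these data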;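 further: assay run at fixed EC70 calcium of 1.6 mM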
PfHsp90 yeast 2: inhibits growth of yeast expressing Plasmodium falciparum Hsp90. 310,000 tested, 0.32% active. inhibition, % at 9.4 µM. S. cerevisiae expressing PfHsp90, BacTiter-Glo ATP, 48 h; yeast lacking PDR1 and PDR3 efflux regulators;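 active means every replicate shows inhibition above about 80%, whatever the replicate mean, limit read from the data; inconclusive means mean inhibition reaches the set limit but some replicate falls short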;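 further: 0% = DMSO neutral controls and 100% = 20 µM radicicol positive controls; yeast relying on Plasmodium falciparum Hsp90 in place of its own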
Mot1-301 SUMO: inhibitors of SUMOylation pathway: yeast Mot1-301 growth rescue. S. cerevisiae Mot1-301 growth rescue, ATP luminescence, 38.5C; percent above DMSO median, 100 means doubled. growth rescue, % at 18.8 µM. 320,000 tested, 1% active. AID 2716;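 active means every valid replicate shows activation above 250% relative to neutral control wells; inactive means the rest, any valid replicate at or below 250%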;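 further: OY570 slx delta 5 strain wells were the positive control but not used for scaling; some compounds called inactive have numbers as strong as hits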
Keap1-Nrf2 PPI: inhibitors of human Keap1-Nrf2 protein-protein interaction; Keap1 Kelch-Nrf2 peptide fluorescence polarization, 1536-well; Q14145; 340,000 tested, 0.15% active; inhibition, % at 9.4 µM; in the data active means inhibition above about 12%; inconclusive means no clear call, values can overlap the other calls; inactive means below about 7.3%;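 further: human Keap1 Kelch domain with fluorescein labeled Nrf2 9mer peptide probe; 0% = neutral control wells and 100% = peptide positive control; higher means more block of Keap1 binding to Nrf2 peptide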
LANA DNA inh: blocks KSHV LANA C-terminal domain binding to DNA; MBP-C-LANA/FAM-LBS DNA binding, fluorescence polarization; inhibition, % at 9 µM; 340,000 tested, 0.078% active; AID 504423;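 active means highest replicate inhibition at or above 60% at 9 µM, even if other replicates fall short; inactive means all replicates below 60% inhibition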;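 further: 0% = neutral control wells and 100% = 4 µM acridine orange control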
PvdQ acylase: P. aeruginosa PvdQ acylase inhibition. inhibition, % at 10 µM. purified PvdQ acylase, fluorescence plate reader. AID 488965. 340,000 tested, 0.063% active; in the data active means inhibition above about 30%, passing the limit was not always enough; inconclusive means no clear call, values can overlap the other calls;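 further: 0% = vehicle neutral wells and 100% = reference inhibitor wells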
cardiac RTF act: increases calcium sensitivity of human cardiac regulated thin filaments; P19429+P45379; IANBD-labeled TnC RTF fluorescence at EC20 calcium; 0% EC20 calcium, 100% full calcium; activation, % at 7.2 µM; 340,000 tested, 0.24% active; AID 493008;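 active means activation above the mean over all tested compounds plus 3 SD, cut at about 30% in these data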;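 further: rise in fluorescence read as greater calcium sensitivity of cardiac thin filaments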
dFosB activator: activators of mouse delta FosB homodimer | purified delta FosB, TAMRA-CDK5 oligo fluorescence polarization; percent of positive-control signal above neutral wells | activation, % at 25 µM | 340,000 tested, 0.99% active;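 active means mean activation above about 17%, with every replicate also reaching it, limit read from the data, passing the limit was not always enough; inconclusive means only one of the two conditions met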;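 further: fluorescence polarization rise as delta FosB binds a TAMRA Cdk5 AP-1 oligo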
NSD2 HMT inh: inhibitors of human histone methyltransferase NSD2; O96028; NSD2 peptide methylation, AlphaScreen, 120 min; inhibition, % at 12.5 µM; 310,000 tested, 0.54% active; AID 743445; in the data active means inhibition above about 50%
Active calls of the source: *; u = inconclusive; x = not tested or not shown. Rows are unselected; overall some 3.2% were active at least once.

SMILES	Rtt109 HAT inh	CDK5 inh	RTF Ca sens inh	PfHsp90 yeast 2	Mot1-301 SUMO	Keap1-Nrf2 PPI	LANA DNA inh	PvdQ acylase	cardiac RTF act	dFosB activator	NSD2 HMT inh
CCC(=O)NC(=S)Nc1ccccc1C(=O)OC	1.3	-2.6	0.7	13.8	69.4	0.9	3.3	-9.1	-2.7	8.6	-1.5
CCN(CC)C(=O)CSc1nnc(CNc2ccc(F)cc2)n1-c1ccccc1	3.2	0.1	-0.5	-6.5	192.0	3.5	-0.6	8.3	2.3	-8.6	-0.8
O=C(CN1CCCC1)N1CCN(c2ccccc2)CC1	-4.9	0.8	-11.5	-5.2	0.5	-2.2	-0.8	-5.0	5.4	1.0	x
O=C(CCN1C(=O)C2C3C=CC(C3)C2C1=O)Nc1c(F)cccc1F (configuration not stated)	10.4	0.8	5.3	-3.0	37.6	-3.4	1.5	22.0	-1.2	4.2	-0.3
CCCNc1nc(C)cc(-c2cc(C(=O)Nc3ccccc3)on2)n1	-0.9	1.3	-0.3	-13.1	-10.2	-2.5	1.4	-5.5	-2.7	-10.2	x
Cc1ccc(S(=O)(=O)CCC(=O)Nc2nc(-c3ccccn3)cs2)cc1	11.5	0.4	1.9	-49.2	-7.6	-4.5	3.6	-2.6	1.5	-3.7	4.8
c1coc(CNC2CCCCCCC2)c1	-6.8	-0.3	18.2*	x	7.6	-1.7	-0.8	5.6	2.4	-1.4	-3.6
COc1ccc(CN2CCN(Cc3ccc(C)cc3)C(CCO)C2)cc1OC (configuration not stated)	9.0	-0.1	4.6	22.3	-10.3	7.1	2.3	-9.8	-0.7	0.8	7.6
COc1ccc(N(CC(=O)NCCc2ccccc2)C(=O)CCC(=O)Nc2nccs2)c(OC)c1	2.2	-0.8	-7.5	-2.3	-1.2	5.5	-2.3	-1.7	-0.2	-8.6	0.6
COc1ccc(CN(C)S(=O)(=O)c2nnc(NC(=O)c3cccc(F)c3)s2)cc1OC	2.2	1.1	-3.9	1.3	3.4	-3.1	0.3	0.9	-5.4	-17.9	4.1
O=C(C1CCN(S(=O)(=O)c2ccccc2)CC1)N1CCN(c2ccccc2F)CC1	-2.2	-0.1	-6.7	-33.5	0.7	-0.6	-5.2	-1.2	7.4	-1.9	-0.4
COc1cc(OC)cc(C(=O)N[C@H](C(=O)Nc2nc(-c3cc(OC)ccc3OC)cs2)C(C)C)c1	-3.7	0.5	3.5	0.5	17.4	-2.8	1.1	6.9	2.0	-4.2	-5.6
CN(C)S(=O)(=O)c1ccc(N2CCCC2)c(C(=O)Nc2nc(-c3ccc(F)c(F)c3)cs2)c1	-2.2	0.6	-3.1	-13.4	72.4	1.0	-0.3	-12.9	0.4	-5.7	-0.4
CCOC(=O)CN1C(=O)C(=O)N(Cc2c(Cl)cccc2Cl)C1=O	-0.5	0.2	-9.1	-27.4	442.4	-0.1	1.1	-15.0	5.8	-6.9	-2.0
CS(=O)(=O)c1ccc2nc(NC(=O)C3CCCCC3)sc2c1	0.9	0.1	-17.8	20.0	197.3	-2.1	0.1	-6.8	2.1	1.0	-1.3
Cc1c(O)c2ccccc2oc1=O	27.3	-1.3	0.3	-1.2	6.1	-3.8	-1.6	4.5	-2.5	-3.0	-0.4
CCC(C)[C@H](NC(=O)NCc1ccc(S(N)(=O)=O)cc1)C(=O)O (some centres not stated)	29.3	-2.3	-4.8	8.4	-13.3	-3.3	2.3	7.1	3.1	-1.1	-2.9
CCSc1nnc(NC(=O)C2CCCCC2C(=O)O)s1 (configuration not stated)	-6.4	0.7	-5.4	-6.1	272.1	3.0	-3.8	14.4	2.9	-5.4	0.6
CC1CCC(C(C)C)C(OC(=O)Cn2nnc3c(cnn3-c3ccccc3)c2=O)C1 (configuration not stated)	-7.0	-1.5	1.6	22.7	-8.2	-6.4	-0.1	3.6	4.5	-13.4	0.9
Cc1ccc(N/C(N)=N/c2nc(CSc3ccc(C)cc3)cc(=O)[nH]2)cc1	-2.1	-2.3	-8.0	4.0	x	-10.1	-0.6	-6.3	8.7	-11.0	-1.5
CCOc1ccc(N(CC(=O)NC2CCCCC2)C(=O)CCC(=O)Nc2cc(C)ccn2)cc1	-3.6	0.5	-7.1	-74.1	8.9	-1.9	-0.9	-7.9	1.1	-6.3	-0.8
O=C1C=C(c2cccc(CO)c2)C[C@@H](c2ccc3c(c2)OCO3)C1	2.0	0.3	-4.9	12.5	1.5	0.5	0.4	-4.2	6.6	-6.8	x
O=C(CN1CCOCC1)Nc1ccccc1C(=O)O	-5.9	-0.5	-3.1	-17.6	-9.4	1.7	-0.5	-3.9	1.7	1.3	x
Cc1ccc(OCC(O)Cn2c(NCCc3ccccc3)nc3c2c(=O)[nH]c(=O)n3C)cc1 (configuration not stated)	-12.2	-1.2	-5.0	-18.4	-25.7	1.8	-0.5	1.1	-4.7	-7.6	0.1
O=C(c1ccncc1)c1ccc([N+](=O)[O-])cc1	-4.3	0.1	-0.1	x	14.6	-2.2	-2.0	-6.4	-0.5	2.4	-4.4
Going on with the list.
SMILES	Rtt109 HAT inh	CDK5 inh	RTF Ca sens inh	PfHsp90 yeast 2	Mot1-301 SUMO	Keap1-Nrf2 PPI	LANA DNA inh	PvdQ acylase	cardiac RTF act	dFosB activator	NSD2 HMT inh
COc1ccc(OC)c2sc(Cl)nc12	1.3	0.9	-10.6	x	89.1	-2.8	-0.3	-9.5	-1.4	-3.3	-2.6
CCC(CC)C(=O)NCCCN1CCOCC1	-10.2	-0.8	-0.5	-29.9	62.8	-1.2	0.9	2.5	-7.7	-0.7	-2.2
S=C(NCCc1ccccc1)NCC(c1ccco1)N1CCCCC1 (configuration not stated)	-7.0	-1.1	3.4	15.5	5.5	-3.0	-0.7	-10.8	1.2	-2.5	2.8
CCOC(=O)CC(=O)CSc1ncnc2c1nnn2-c1ccccc1	-25.0	-0.1	-0.9	-7.5	-22.4	-6.7	-0.9	8.1	1.2	-9.9	x
O=C(CCCc1nc2ccccc2s1)NCc1ccc(F)cc1	1.8	0.0	4.7	-6.7	2.9	-4.2	-0.1	3.6	0.6	-5.1	-1.2
O=S(=O)(NCc1cccnc1)c1ccc(Br)s1	3.1	1.0	-6.2	10.1	26.6	5.0	-0.2	-9.3	-0.8	-2.0	3.3
CCC(=O)Nc1nnc(S(=O)(=O)N(C)c2cc(C)cc(C)c2)s1	-2.1	-1.4	-6.8	7.5	22.7	-1.1	0.8	-12.0	10.1	3.1	-1.0
COc1ccc(CN2C(=O)c3ccccc3C2=O)cc1C(=O)N(C)CC(=O)Nc1ccc(F)cc1	-1.1	-0.6	-4.7	-3.5	0.1	6.1	-1.4	-14.4	3.4	-8.4	4.6
COc1cc(C(=S)N2CCOCC2)cc(OC)c1OS(=O)(=O)c1ccc(Cl)cc1	-4.1	-0.2	0.4	-9.1	-9.8	-1.9	-0.4	1.6	-4.4	-5.3	8.9
O=C(NCc1cccnc1)C1CCCN(S(=O)(=O)c2ccc(Br)cc2)C1 (configuration not stated)	1.1	0.1	-5.2	-3.8	124.3	1.8	4.7	-4.9	-1.0	0.7	-0.2
Cc1ccc(-c2cnn(-c3ccccc3)c2N)cc1	4.8	7.5	-9.2	22.9	-39.5	-4.6	0.6	1.4	2.2	4.3	-0.2
Cc1cccc(NCCC(=O)c2ccc([N+](=O)[O-])cc2)c1C	-14.1	-2.5	-2.3	x	68.6	-4.6	-0.9	-2.7	7.7	4.8	-1.0
CN(C(=O)COC(=O)Cc1ccccc1[N+](=O)[O-])C1CCS(=O)(=O)C1 (configuration not stated)	-0.7	0.1	-4.9	x	-6.8	-3.9	0.0	-9.7	0.8	-13.1	2.5
CCC(C)(C)n1nnnc1C(c1cc(OC)c(OC)c(OC)c1)N1CCN(c2ccccc2)CC1 (configuration not stated)	-9.5	0.2	-3.9	7.6	-4.2	-1.5	-0.7	-9.6	8.3	-7.7	-0.4
COc1ccc(NC(=O)Cc2coc3cc(C)ccc23)cn1	-2.8	0.9	-4.3	2.5	-11.9	0.1	2.1	-10.5	-1.3	-10.2	-0.6
COc1cc2c(cc1OC)C(C(=O)Nc1cccc(C)n1)C(c1cccnc1)N(C)C2=O (configuration not stated)	-0.8	0.6	-15.0	x	-0.5	1.5	-1.0	-11.5	8.0	0.3	16.0
CCC(C)c1ccc(NC(=O)Nc2cnccn2)cc1 (configuration not stated)	-4.0	-4.2	1.2	4.9	239.4	-3.8	0.3	-13.7	2.4	-7.7	-6.8
CCOC(=O)c1sc(NC(=O)CSc2ncccn2)nc1C	14.6	-2.6	-2.0	-11.3	-0.5	-7.2	1.6	5.1	-2.3	-6.4	-0.4
S=C(Nc1ccc(N2CCOCC2)cc1)Nc1ccc2snnc2c1	x	1.8	9.0	17.7	-12.3	1.9	0.0	-2.0	-1.3	-18.3	26.5
Cc1ccc(-n2nnnc2SCC(=O)NCC2(N3CCOCC3)CCCCC2)c(C)c1	5.7	-0.5	-6.2	6.6	x	1.7	0.0	-8.8	-11.6	-9.4	-0.7
O=C(OCc1nnc(-c2ccccc2)o1)C1CC(=O)N(CCc2ccccc2)C1 (configuration not stated)	u	2.0	-3.6	-5.0	0.0	-3.8	40.0	11.0	8.6	-6.1	0.7
NS(=O)(=O)c1ccc(NC(=O)COC(=O)c2cnccn2)cc1	-2.7	-0.3	-3.2	x	11.0	1.4	-0.6	-6.1	1.9	1.5	-0.2
CCOc1ccc(C(=O)NC(Cc2ccccc2)C(=O)OC)cc1 (configuration not stated)	0.5	0.8	-0.3	-12.3	2.5	1.5	0.9	-5.2	-1.4	-3.1	-0.2
Cc1cc(C)nc(NC2=NCC(=O)N2c2ccccc2)n1	6.1	1.7	6.3	20.8	-12.4	1.2	-2.1	-3.1	2.2	-5.4	-1.2
COc1cc(OC)cc(C2C(C#N)=C(N)Oc3n[nH]c(-c4cccnc4)c32)c1 (configuration not stated)	-0.2	-0.8	0.0	-12.2	3.7	1.7	2.1	-11.9	-2.3	-5.5	8.0
COc1ccc(CNC(=O)COC(=O)c2ccc3ncsc3c2)cc1OC	17.4	0.8	7.6	x	65.2	-1.9	1.1	-0.9	0.4	-1.1	-2.8
COc1ccc(NC(=O)C2CCC2)cc1S(=O)(=O)Nc1cc(C)ccc1Br	0.6	0.1	-15.9	-13.6	-6.8	-0.8	3.2	-12.8	0.1	3.5	-1.2

Results in CDK5 inh, cardiac RTF act and PvdQ acylase (2 entries from above):
compound | CDK5 inh | cardiac RTF act | PvdQ acylase
COc1cc(OC)cc(C2C(C#N)=C(N)Oc3n[nH]c(-c4cccnc4)c32)c1 (configuration not stated) | -0.8 | -2.3 | -11.9
COc1ccc(CNC(=O)COC(=O)c2ccc3ncsc3c2)cc1OC | 0.8 | 0.4 | -0.9
